DNMT1 block = human DNMT1 methyltransferase inhibitors, primary screen, biochemical, molecular beacon, fluorescence, HinP1I cleavage, uHTS; inhibition (reported as % activation of signal), % at 10 µM; actives 0.83% (n = 360,000); AID 588458, 2011; in the data active = inhibition above about 50%
Rpn11 block = Rpn11 (PSMD14) deubiquitinase inhibitors, primary screen, biochemical, fluorescence polarization, uHTS; 26S proteasome non-ATPase regulatory subunit 14 (Homo sapiens), O00487; human 26S proteasome, Ub4-pepOG fluorescence polarization; 20S core pre-blocked with epoxomicin; calls only at 20 µM; actives 0.59% (n = 360,000);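 active = inhibition at 20 µM, scaled to each plate's controls, above about 33%, limit read from the data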
Target sequence (O00487 whole entry, looked up): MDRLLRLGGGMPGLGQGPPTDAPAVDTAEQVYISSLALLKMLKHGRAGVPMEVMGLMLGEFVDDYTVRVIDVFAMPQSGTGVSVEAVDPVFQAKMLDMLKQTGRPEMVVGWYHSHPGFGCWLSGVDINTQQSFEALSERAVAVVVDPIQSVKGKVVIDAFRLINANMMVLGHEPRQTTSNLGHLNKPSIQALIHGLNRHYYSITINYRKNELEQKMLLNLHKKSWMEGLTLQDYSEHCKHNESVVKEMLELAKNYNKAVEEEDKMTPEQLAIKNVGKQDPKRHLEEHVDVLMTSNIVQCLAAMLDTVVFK
NRP1-CendR mod = modulators of CendR peptide binding to NRP-1, primary screen, biochemical, fluorescence polarization, uHTS; Neuropilin-1 (Homo sapiens), O14786; actives 0.85% (n = 360,000); inhibition, % at 25 µM; FAM-RPARPAR peptide binding to NRP-1;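 active = inhibition or corrected inhibition above about 18%, plus a signal ratio from 0.5 to 1.5, limit read from the data, passing the limit was not always enough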; note: strong numbers were not always called active
LMPTP block = LMPTP phosphatase inhibitors, primary screen, biochemical, fluorescence intensity, uHTS; recombinant LMPTP-A, OMFP fluorogenic substrate; inhibition, % at 20 µM; actives 0.22% (n = 360,000); AID 651560, 2012;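 active = compounds that cut the enzyme signal by at least half of the control window in the single-dose screen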;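 note: plate controls were DMSO wells with enzyme plus substrate for no effect and substrate without enzyme for full effect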
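Test system: LMPTP-A phosphatase enzyme; input: 0.625 nM LMPTP-A final; reagent: OMFP substrate, 400 µM final; compound dosing: 20 µM single dose, 3% DMSO; incubation: 50 min dark incubation at room temperature; measured by: endpoint fluorescence intensity from OMFP dephosphorylation; measure: % inhibition relative to no-enzyme and uninhibited control wells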
SUMO1-SIM PPI = modulators of SUMO1 protein-protein interactions, primary screen, biochemical, uHTS; SUMO1 binding to a labelled peptide, TR-FRET, 1 h; inhibition, % at 20 µM; actives 0.33% (n = 360,000); in the data active = inhibition above about 37%
Target sequence (P63165 whole entry, looked up): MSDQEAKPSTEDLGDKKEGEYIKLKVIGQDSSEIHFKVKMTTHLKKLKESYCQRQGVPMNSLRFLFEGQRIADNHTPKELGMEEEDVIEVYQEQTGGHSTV
Scp1 inh = Scp-1 phosphatase inhibitors, primary screen, biochemical, colorimetric, uHTS | Recombinant Scp1, phosphopeptide, malachite green phosphate absorbance | AID 493091, 2011 | actives 0.88% (n = 340,000) | inhibition, % at 20 µM;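 active = inhibition above about 50% at 20 µM, limit read from the data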;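 note: plate controls were DMSO wells with enzyme for no effect and wells lacking enzyme for full effect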
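Assay system: SCP-1 catalytic fragment, aa 76-261 | Buffer or medium: Tris acetate buffer pH 5.5 with MgCl2 and Tween-20 | Compound: One concentration, 20 µM, with 1.0% DMSO | Also added: Phospho 17-mer peptide substrate | Signal: Absorbance at 630 nm | Incubation: 45 min enzyme reaction at room temperature | Measure: % inhibition of SCP-1 phosphate liberation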
NadD inh = inhibitors of S. aureus NadD, primary screen, biochemical, colorimetric, uHTS; Nicotinate-nucleotide adenylyltransferase NadD (Staphylococcus aureus N315); purified NadD enzyme, colorimetric absorbance read-out; inhibition, % at 20 µM; actives 0.78% (n = 360,000); in the data active = inhibition above about 26%; note: some compounds past the cut are filed as inactive
SKN-1 inh = suppressors of acrylamide-induced Pgst-4::GFP reporter in worms, primary screen, SKN-1 inhibitor project, whole organism, uHTS, GFP/RFP fluorescence ratio, strain VP596. C. elegans VP596 Pgst-4::GFP/RFP ratio, 24 h. inhibition, % at 21.8 µM. actives 0.49% (n = 360,000). AID 624304, 2012;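 active = interference check ratio from 0.5 to 1.5 plus GFP to RFP signal ratio inhibition reaching or exceeding a fixed threshold, cut at about 30% in these data, passing the limit was not always enough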; note: some compounds called inactive have numbers as strong as hits
MT1-MMP act inh = blockers of MT1-MMP proenzyme processing, primary screen, HT1080 RFP-PRO-GFP cells, GFP/RFP fluorescence. Matrix metalloproteinase-14 (Homo sapiens), P50281. GFP/RFP ratio fluorescence, overnight; percent of plate control window, DMSO zero. GFP/RFP ratio change, % at 20 µM. actives 0.061% (n = 360,000). AID 651647, 2012;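 active = GFP/RFP ratio change of at least 30% with cell ATP level not reduced by more than half and red fluorescence within 50% of control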; note: strong numbers were not always called active
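system = RFP-PRO-GFP reporter HT1080 cells | dosing = 20 µM single dose, 1% DMSO | timing = overnight cell settling, then overnight compound exposure, 37 °C, 5% CO2 | read-out basis = GFP/RFP fluorescence ratio | controls = DMSO and RFP-L50D-GFP cell wells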
STEP block = STEP phosphatase inhibitors, primary screen, biochemical, fluorescence intensity, uHTS; inhibition, % at 20 µM; actives 0.25% (n = 360,000); recombinant STEP, OMFP fluorogenic substrate;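 active = inhibition at 20 µM, scaled per plate between control wells, above about 37%, limit read from the data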;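 note: 0% = DMSO with enzyme and substrate and 100% = substrate only without enzyme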
Target sequence (P54829 whole entry, looked up): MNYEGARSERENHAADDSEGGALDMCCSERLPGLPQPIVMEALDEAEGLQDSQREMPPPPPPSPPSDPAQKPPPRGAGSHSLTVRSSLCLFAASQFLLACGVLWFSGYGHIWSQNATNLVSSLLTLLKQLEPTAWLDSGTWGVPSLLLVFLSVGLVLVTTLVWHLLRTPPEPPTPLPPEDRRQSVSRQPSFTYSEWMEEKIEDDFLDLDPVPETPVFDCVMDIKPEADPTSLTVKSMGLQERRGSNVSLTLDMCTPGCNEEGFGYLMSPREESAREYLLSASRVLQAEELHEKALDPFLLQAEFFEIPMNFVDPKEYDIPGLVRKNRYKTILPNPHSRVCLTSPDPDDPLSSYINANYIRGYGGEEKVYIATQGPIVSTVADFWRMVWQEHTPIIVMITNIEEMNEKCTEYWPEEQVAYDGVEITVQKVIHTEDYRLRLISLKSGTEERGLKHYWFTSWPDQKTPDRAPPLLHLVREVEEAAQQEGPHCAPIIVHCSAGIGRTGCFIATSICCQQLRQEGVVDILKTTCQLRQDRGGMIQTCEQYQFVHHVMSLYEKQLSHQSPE
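Assay system: isolated STEP enzyme. Buffer or medium: pH 6.0 Bis-Tris with DTT and Tween 20. Also added: fluorogenic phosphatase substrate OMFP at 25 µM final. Dosing: 20 µM, 1% DMSO. Timing: 20 min reaction, room temperature, in the dark. Measured by: fluorescence intensity, excitation 480 nm, emission 540 nm. Evaluation: normalized % inhibition.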
An asterisk follows results filed as active; i = inactive; . = not tested or not shown.

SMILES	DNMT1 block	Rpn11 block	NRP1-CendR mod	LMPTP block	SUMO1-SIM PPI	Scp1 inh	NadD inh	SKN-1 inh	MT1-MMP act inh	STEP block
COc1ccc(OC)c(NC(=O)C2(C)CCN2CCOc2ccccc2)c1 (configuration not stated)	1	i	-2	-1.1	4	.	-3	4	7	1
Cn1c2ccccc2c2c(=O)oc3ccccc3c21	52*	i	2	7.7	-2	1	-1	6	-1	4
CCCN(CCC)C1=CC(=[N+]2CCCC2)CC(C)(C)C1	17	i	10	-1.7	0	77*	14	4	-2	-1
CCCCn1cnc2c(Sc3c([N+](=O)[O-])ncn3C)nc(N)nc21	2	i	15	-0.6	-20	-7	3	6	5	0
CCOc1ccc(CC(=O)NNC(=O)NC2CCCCC2)cc1	-2	i	5	-0.1	0	4	-6	5	-1	-1
C#CC(CO)N(CCN(Cc1ccccc1)C(C#C)CO)Cc1ccccc1 (configuration not stated)	-7	i	-16	0.3	-2	4	-7	12	-14	0
COc1cc(/C=C/C(=O)OCC(=O)N2CCN(S(=O)(=O)c3ccc(C)cc3C)CC2)ccc1OC(F)F	-1	i	0	4.1	3	-13	-9	6	1	3
CCOC(=O)C1CCCN(C(=O)CSc2ccc(NC(C)=O)cc2)C1 (configuration not stated)	2	i	-9	-0.8	1	-4	0	7	-1	-2
CSCCC(NC(N)=O)C(=O)NCC1CCCCC1 (configuration not stated)	-3	i	-6	1.0	5	5	-4	-3	1	-2
CCc1cc(=O)oc2cc(O[C@@H]3O[C@H](CO)[C@@H](O)[C@H](O)[C@H]3O)c(Cl)cc12	5	i	12	-1.4	2	-4	-1	6	-9	-3
C#CC[N+](C)(C)CCCCCCCCC	1	i	-8	-3.0	5	-2	-3	2	1	0
Cc1ccc2c(c1)C=CC(C#N)N2C(=O)Oc1ccccc1 (configuration not stated)	2	i	-2	0.7	-4	.	-2	12	-13	0
O=C(NNC1CC(=O)N(c2cccc(Cl)c2)C1=O)c1cccs1 (configuration not stated)	5	i	-4	1.5	4	-1	4	-9	.	-6
N#Cc1ccc(OCc2noc(-c3ccsc3)n2)cc1	-3	i	-11	0.3	1	-7	2	3	0	0
COc1ccc(-c2nnc(SCC(=O)NC3CC3)o2)cc1	-1	i	15	-1.1	2	3	4	11	4	-2
CN1OC[C@@H]2CN(Cc3ccccc3)[C@H](c3cccc(-c4ccccc4)c3)C[C@@H]21	-1	i	-6	5.7	4	.	3	-6	5	0
Cc1ccc(Nc2nc(N)nc(CSc3nccn3C)n2)c(C)c1	2	i	12	-0.5	3	5	-1	19	4	2
CCOc1ccc(NC(=O)C2CC(=O)N(CC)C(=Nc3ccc4c(c3)OCO4)S2)cc1 (configuration not stated)	-9	i	4	1.7	-2	-3	-1	3	-1	-2
CCOC(=O)c1ccccc1NC(=O)COC	2	i	-1	-0.8	1	-2	5	1	1	-2
O=C1/C(=C/c2cccs2)COc2ccccc21	1	i	-4	1.9	-21	-14	-6	24	4	0
COc1ccc(O)c(C(=O)c2cnc3c(c2)CN(C)C(=O)N3)c1	5	i	8	-0.1	-5	-9	-7	33	-4	-5
C=CCN1C(=O)C(CC(=O)NCC)SC1=Nc1ccccc1CC (configuration not stated)	-1	i	0	-0.5	-1	4	-8	16	-1	2
CCOC(=O)c1c(S(=O)(=O)NCC(=O)Nc2cccc(C)c2C)c(C)n(C)c1C	2	i	13	0.0	0	-5	3	11	-3	-2
O=C(COC(=O)Cc1cccc(F)c1)NCCc1ccccc1	1	i	-8	0.5	4	-6	-1	12	-2	0
CC(C)(C)CN1C(N)=NC[C@H]1Cc1ccc(O)cc1	0	i	11	-0.4	2	-2	3	0	-3	0
Cc1nc(Nc2ncc3c(n2)CC(C)(C)CC3=O)nc2ccccc12	0	i	-3	-1.6	-2	1	-3	-1	3	-2
COc1ccc(C)cc1Nc1n[n+](-c2ccccc2)c(-c2cc([N+](=O)[O-])cc(OC)c2O)s1	-14	.	152	0.2	-4	-2	6	9	-6	-11
COc1ccc(N2CCN(C(=O)C3CCN(S(=O)(=O)c4cccs4)CC3)CC2)cc1	-2	i	6	0.4	0	-1	-4	8	-5	0
O=C(Nc1cccc2c1CCCC2)C1CCCN(S(=O)(=O)c2cccc3nonc23)C1 (configuration not stated)	11	i	-10	-2.8	-2	-2	0	13	-3	-9
CNC(=O)c1[nH]cnc1C(=O)N[C@@H](CC(C)C)C(=O)OCc1ccccc1	2	i	-4	0.3	-4	-2	2	9	4	-2

Three entries picked at random from those above, as already listed:
SMILES	DNMT1 block	Rpn11 block	NRP1-CendR mod	LMPTP block	SUMO1-SIM PPI	Scp1 inh	NadD inh	SKN-1 inh	MT1-MMP act inh	STEP block
Cc1nc(Nc2ncc3c(n2)CC(C)(C)CC3=O)nc2ccccc12	0	i	-3	-1.6	-2	1	-3	-1	3	-2
COc1ccc(O)c(C(=O)c2cnc3c(c2)CN(C)C(=O)N3)c1	5	i	8	-0.1	-5	-9	-7	33	-4	-5
CCOC(=O)c1ccccc1NC(=O)COC	2	i	-1	-0.8	1	-2	5	1	1	-2

The listing continues:
SMILES	DNMT1 block	Rpn11 block	NRP1-CendR mod	LMPTP block	SUMO1-SIM PPI	Scp1 inh	NadD inh	SKN-1 inh	MT1-MMP act inh	STEP block
O=C(CCn1c(=S)oc2ccccc21)N1CCCCC1	0	i	5	-0.5	3	-5	-3	0	-1	-4
COC(=O)N1CCN(c2ccc(C(C)=O)cc2)CC1	-4	i	4	1.9	0	-6	1	-8	3	-2
OCc1ccccc1Cn1ccnc1	1	i	0	-0.9	-5	.	-1	8	8	-3
Cn1c(N)c(NC(=S)NC2CCCCC2)c(=O)n(C)c1=O	2	i	8	-1.5	1	-2	-6	-4	-3	-2
COc1cc2c(cc1OC)CN(C(=O)CC1CC3CCC1C3)CC2 (configuration not stated)	-7	i	-6	0.2	-5	0	-3	-9	0	2
Cc1onc(-c2ccccc2)c1C(=O)Nc1sccc1C#N	-1	.	-129	-0.3	0	-5	1	21	1	-4
Cc1ccc(N2CCN(C(=O)CN3C(=O)c4ccccc4C3=O)CC2)cc1	1	i	4	-0.4	-10	-6	-5	13	3	-1
CCN(c1ccc(F)cc1)S(=O)(=O)c1ccc2[nH]cc(C(=O)NCCCN3CCOCC3)c(=O)c2c1	1	i	15	-1.5	3	-6	-10	-10	-2	3
CC[n+]1c(C)sc2cc(C)ccc21	1	i	-1	0.1	-1	-6	-1	7	-2	-3
Cc1cc(C)cc(N(C(=O)CNC(=O)c2ccco2)C(C(=O)NC2CCCC2)c2cccnc2)c1 (configuration not stated)	-1	i	-1	1.4	2	-2	1	-15	-1	-3
CC[C@]1(C(=O)OC)[C@H]2C(=O)N(C)C(=O)[C@H]2[C@H]2CN(C)C(=NC)N21	1	i	-5	-3.5	1	7	-5	10	0	-3
Cn1c(N)c(C(=O)COC(=O)COc2ccc(Cl)cc2Cl)c(=O)n(C)c1=O	0	i	8	-0.8	1	-18	-6	5	1	2
CC(C)(C)c1cc(NS(=O)(=O)c2ccc(Br)s2)no1	-1	i	6	-1.9	9	-8	-1	-24	-1	-2
O=C1Nc2c(c(=O)[nH]c(=O)n2-c2ccccc2F)C(C(F)(F)F)(C(F)(F)F)N1	-3	i	15	-1.4	0	-4	-4	-4	2	-1
Cc1cccc(OCC(=O)OCC(=O)NCC2CCCO2)c1C (configuration not stated)	5	i	0	-0.4	-1	-6	-2	3	1	-3
COc1ccc(N2C(=O)CC(NNC(=O)c3ccc(Br)s3)C2=O)cc1 (configuration not stated)	0	i	11	-0.6	-2	-1	5	-2	2	1
Cc1cccc(C(=O)OCC(=O)NCC2COc3ccccc3O2)c1 (configuration not stated)	-1	i	14	-0.1	5	2	-4	-4	-4	-1
Cc1ccc(C(=O)NCC(=O)OC(C)C(=O)Nc2ccc(N(C)C)cc2)cc1C (configuration not stated)	-12	i	14	2.8	-1	1	2	-4	-1	1
Cc1ccccc1-c1nc(CN2CCC(C(=O)NCCN3CCOCC3)CC2)c(C)o1	2	i	2	-1.8	2	-6	0	-7	4	0

Single records, from the list above.
Results for CC[n+]1c(C)sc2cc(C)ccc21 → DNMT1 block: 1; Rpn11 block: i; NRP1-CendR mod: -1; LMPTP block: 0.1; SUMO1-SIM PPI: -1; Scp1 inh: -6; NadD inh: -1; SKN-1 inh: 7; MT1-MMP act inh: -2; STEP block: -3
Results for Cc1onc(-c2ccccc2)c1C(=O)Nc1sccc1C#N → DNMT1 block: -1; Rpn11 block: .; NRP1-CendR mod: -129; LMPTP block: -0.3; SUMO1-SIM PPI: 0; Scp1 inh: -5; NadD inh: 1; SKN-1 inh: 21; MT1-MMP act inh: 1; STEP block: -4

Screening data deposited in PubChem by Sanford-Burnham Center for Chemical Genomics.
